CatL inh: inhibitors of human cathepsin L, biochemical | Procathepsin L (Homo sapiens), P07711 | purified cathepsin L, fluorogenic substrate, fluorescence | inhibition, %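 (tested at 10 µM)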 | 58,000 compounds, 0.17% hits | AID 460, 2006; in the data active = inhibition above about 45%;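 also: 0% = enzyme with no compound and 100% = no enzyme blank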
AP complement: alternative complement pathway inhibitors, primary screen, biochemical, ELISA, human serum, orthogonally pooled compounds. LPS-coated ELISA, C3 deposition; tested in compound mixtures. inhibition, % at 5 µM. 62,000 compounds, 0.08% hits. AID 1235, 2008;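 active = inhibition above 30% in each of the two pooled mixtures holding the compound, so the lower value exceeds 30%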;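 also: 0% = serum in Mg-EGTA without compound and 100% = EDTA serum blank; some compounds past the cut are filed as inactive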
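Test system: human serum complement alternative pathway, C3 deposition onto LPS / Medium: Mg2+-EGTA GVB++ buffer containing human serum at 1:15 dilution / Probe or stimulus: Plate-bound LPS / Times: 1 h at 37 °C / Signal: ELISA with HRP anti-human C3 antibody, TMB substrate, absorbance 450 nm / Measure: percent inhibition / Repeats: two pool placements per compound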
CatB mix inh: cathepsin B inhibitors from pooled compounds, primary screen, biochemical, compound mixtures, AMC fluorescence; AID 488, 2006; 62,000 compounds, 0.06% hits; inhibition, %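 (ten-compound pools at 5 µM per compound and 50 µM total)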; Purified cathepsin B, AMC dipeptide fluorescence; P07858; in the data active = inhibition above about 22%, passing the limit was not always enough;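 also: 0% = enzyme without compound and 100% = no enzyme blank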
C1s block: complement C1s protease inhibitors, primary screen, biochemical, 10-compound mixtures. purified C1s, fluorogenic AMC substrate, pooled mixtures. 62,000 compounds, 0.16% hits. mean inhibition % of two 10-compound mixtures (active compounds read high), % at 5 µM (by protocol). Complement C1s subcomponent (Homo sapiens), P09871;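 active = inhibition above 20% in each of the two 10-compound mixture wells holding the compound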;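 also: 0% = enzyme wells lacking compound mixture and 100% = no-enzyme blank wells; some compounds called inactive have numbers as strong as hits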
Target sequence (P09871 16-437 limits assumed): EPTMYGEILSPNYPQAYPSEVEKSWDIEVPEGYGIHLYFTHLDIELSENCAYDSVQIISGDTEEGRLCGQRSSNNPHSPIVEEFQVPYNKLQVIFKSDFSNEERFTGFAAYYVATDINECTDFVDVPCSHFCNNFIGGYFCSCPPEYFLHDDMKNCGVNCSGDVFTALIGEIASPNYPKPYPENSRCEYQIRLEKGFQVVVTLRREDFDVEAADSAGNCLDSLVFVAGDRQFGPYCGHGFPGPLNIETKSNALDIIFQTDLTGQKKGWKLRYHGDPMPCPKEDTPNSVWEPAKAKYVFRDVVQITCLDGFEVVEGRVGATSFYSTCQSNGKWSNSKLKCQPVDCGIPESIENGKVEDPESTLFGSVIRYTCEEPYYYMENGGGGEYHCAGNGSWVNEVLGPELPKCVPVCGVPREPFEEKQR
Target sequence (P09871 438-688 limits assumed): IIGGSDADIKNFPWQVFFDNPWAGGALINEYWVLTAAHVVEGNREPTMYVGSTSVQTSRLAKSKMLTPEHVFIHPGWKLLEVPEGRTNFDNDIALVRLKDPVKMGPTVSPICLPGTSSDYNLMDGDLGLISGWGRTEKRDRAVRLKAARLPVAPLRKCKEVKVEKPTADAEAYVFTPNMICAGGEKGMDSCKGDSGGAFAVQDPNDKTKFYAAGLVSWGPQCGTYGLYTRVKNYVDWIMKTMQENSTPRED
Ec RNAP inh: E. coli RNAP inhibitors, biochemical; E. coli RNA polymerase, fluorescence transcription assay; inhibition, %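 (tested at 10 µM)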; 62,000 compounds, 0.2% hits; AID 559, 2006; in the data active = inhibition above about 20%;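 also: 0% = enzyme without compound and 100% = no enzyme blank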
CatB inh: human cathepsin B inhibitors, primary screen, biochemical, fluorogenic substrate. purified cathepsin B, fluorescence. inhibition, %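 (tested at 10 µM)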. 63,000 compounds, 0.1% hits. P07858; in the data active = inhibition above about 21%;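 also: 0% = enzyme with no compound and 100% = no enzyme blank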
FXIa mix inh: FXIa protease inhibitors in compound pools, primary screen, biochemical, 10-compound mixtures; 62,000 compounds, 0.19% hits; Coagulation factor XI (Homo sapiens), P03951; inhibition, % at 5 µM; purified FXIa, fluorogenic substrate, pooled mixtures; AID 680, 2007; in the data active = inhibition above about 20%, passing the limit was not always enough;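 also: each value is inhibition by a whole ten-compound pool holding the compound; 0% = enzyme with no mixture and 100% = wells lacking enzyme; strong numbers were not always called active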
CatG inh: human cathepsin G inhibitors, primary screen, biochemical, pooled compound mixtures, AMC fluorescence; 62,000 compounds, 0.2% hits; P08311; inhibition, % at 5 µM (by protocol); purified enzyme, AMC-tetrapeptide fluorescence;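 active = inhibition above 20% in each of the two mixture wells holding the compound; inactive = inhibition of 20% or less in either well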;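 also: 0% = enzyme control without mixture and 100% = blank lacking enzyme; strong numbers were not always called active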
Target sequence (P08311 21-244 limits assumed): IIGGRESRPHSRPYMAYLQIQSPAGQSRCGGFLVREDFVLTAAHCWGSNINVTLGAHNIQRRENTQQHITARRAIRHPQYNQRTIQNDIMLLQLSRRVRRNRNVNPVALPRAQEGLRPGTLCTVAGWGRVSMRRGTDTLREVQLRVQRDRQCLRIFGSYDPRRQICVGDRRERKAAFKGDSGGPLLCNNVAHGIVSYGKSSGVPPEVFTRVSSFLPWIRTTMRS
CatS block: inhibitors of human cathepsin S, biochemical, compound mixtures. P25774. recombinant cathepsin S, AMC dipeptide fluorescence, pooled mixtures. inhibition, %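 (tested at 5 µM per compound within 10-compound mixtures)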. 62,000 compounds, 0.06% hits. AID 501, 2006; in the data active = inhibition above about 32%, passing the limit was not always enough;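 also: 0% = enzyme without compound and 100% = blank without enzyme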
Numbers without * were called inactive. This is a subset; the hit share may differ from the screen's.

How did CCCC(=O)Nc1ncnc2c1ncn2[C@@H]1O[C@@H]2COP(=O)(O)O[C@H]2[C@H]1OC(=O)CCC do in these assays?
CatL inh: 13; AP complement: 10; CatB mix inh: -2; C1s block: 1; Ec RNAP inh: 8; CatB inh: -1; FXIa mix inh: 6; CatG inh: 7; CatS block: -2

What do the screens show for `Cc1cc(C(=O)N2CCN(Cc3ccc4c(c3)OCO4)CC2)cs1`?
CatL inh: -2; AP complement: 17; CatB mix inh: 6; C1s block: 2; Ec RNAP inh: 3; CatB inh: -7; FXIa mix inh: 8; CatG inh: -1; CatS block: 0

Results for COc1ccc(S(=O)(=O)CCC(=O)N2CC(=O)N(CCc3ccccc3)C(=O)C2)cc1 ?
CatL inh: -7; AP complement: 8; CatB mix inh: 2; C1s block: -29; Ec RNAP inh: 2; CatB inh: -8; FXIa mix inh: 0; CatG inh: -4; CatS block: -12

How did COc1ccccc1N1CCN(C(=O)CSc2nc(-c3ccccc3)cc(=O)[nH]2)CC1 do in these assays?
CatL inh: 6; AP complement: -9; CatB mix inh: 2; C1s block: 1; Ec RNAP inh: -6; CatB inh: 1; FXIa mix inh: 4; CatG inh: 1; CatS block: 11

What do the screens show for `COc1ccc(-c2noc(-c3cccc(Cl)c3)n2)cc1OC`?
CatL inh: 5; AP complement: 5; CatB mix inh: -2; C1s block: -11; Ec RNAP inh: -1; CatB inh: 1; FXIa mix inh: 18; CatG inh: -3; CatS block: 16

What do the screens show for `Cc1ccc(C2(C)NC(=O)N(Cc3c(C)noc3C)C2=O)cc1` (centres undefined)?
CatL inh: 1; AP complement: 11; CatB mix inh: -5; C1s block: 1; Ec RNAP inh: 2; CatB inh: 2; FXIa mix inh: -3; CatG inh: 8; CatS block: -1

Results for Cc1ccccc1-c1nc(CS(=O)CC(=O)NCCN2CCOCC2)c(C)o1 (centres undefined) ?
CatL inh: -7; AP complement: 13; CatB mix inh: 33; C1s block: -22; Ec RNAP inh: -4; CatB inh: 4; FXIa mix inh: 9; CatG inh: -7; CatS block: -1

Results for CCOc1ccc(NC(=O)c2nccnc2CO)cc1 ?
CatL inh: 14; AP complement: 2; CatB mix inh: -2; C1s block: -5; Ec RNAP inh: 7; CatB inh: -2; FXIa mix inh: -12; CatG inh: 0; CatS block: 0

How did CCOC(=O)c1c(N)sn(-c2ccccc2C)c1=S do in these assays?
CatL inh: 7; AP complement: -5; CatB mix inh: -3; C1s block: -16; Ec RNAP inh: 1; CatB inh: -1; FXIa mix inh: 4; CatG inh: 0; CatS block: 6

What do the screens show for `CCOc1ccc2[nH]c(=O)c(CN(Cc3cccs3)Cc3nnnn3C(C)(C)C)cc2c1`?
CatL inh: -9; AP complement: 14; CatB mix inh: -5; C1s block: -7; Ec RNAP inh: -5; CatB inh: -2; FXIa mix inh: 8; CatG inh: -2; CatS block: -2

How did CN(C)c1ccc(O)c2c1CC1CC3[C@@H](N(C)C)C(=O)C(C(N)=O)=C(O)[C@]3(O)C(=O)C1=C2O (some centres undefined) do in these assays?
CatL inh: -5; AP complement: 19; CatB mix inh: -6; C1s block: 8; Ec RNAP inh: -6; CatB inh: -4; FXIa mix inh: 6; CatG inh: 3; CatS block: -4

Results for Cn1c(=O)[nH]c(=O)c2c1nc(N1CCOCC1)n2CC(O)COc1ccc2ccccc2c1 (centres undefined) ?
CatL inh: 9; AP complement: 1; CatB mix inh: -9; C1s block: -1; Ec RNAP inh: 6; CatB inh: -9; FXIa mix inh: -5; CatG inh: 10; CatS block: 0

How did Cc1c(Cl)cccc1NC(=O)CSc1nnc(C)n1-c1ccccc1 do in these assays?
CatL inh: -10; AP complement: 15; CatB mix inh: 2; C1s block: 1; Ec RNAP inh: 3; CatB inh: -5; FXIa mix inh: 8; CatG inh: -5; CatS block: 4

Results for Cc1ccc(CSC2=Nc3ccccc3C3=NC(CC(=O)NCc4ccco4)C(=O)N23)cc1 (centres undefined) ?
AP complement: 15; CatB mix inh: 4; C1s block: 3; Ec RNAP inh: -1; CatB inh: 7; FXIa mix inh: 1; CatG inh: 7; CatS block: -3

Results for COC(=O)c1sccc1NC(=O)C1CC=CCC1C(=O)O (centres undefined) ?
CatL inh: 4; AP complement: 0; CatB mix inh: 0; C1s block: 4; Ec RNAP inh: 7; CatB inh: 10; FXIa mix inh: 3; CatG inh: 10; CatS block: 4

Results for CCOC(=O)Nc1ccc(S(=O)(=O)Nc2cc(C)on2)cc1 ?
CatL inh: 7; AP complement: 11; CatB mix inh: 3; C1s block: 14; Ec RNAP inh: 3; CatB inh: 1; FXIa mix inh: 4; CatG inh: 11; CatS block: -6

What do the screens show for `Cc1nonc1OCCNC(=O)C12CC3CC(CC(C3)C1)C2`?
CatL inh: 22; AP complement: -2; CatB mix inh: 1; C1s block: 4; Ec RNAP inh: 6; CatB inh: 4; FXIa mix inh: -1; CatG inh: 6; CatS block: 3

How did Cc1cc(OCC(=O)NCCN2CCOCC2)ccc1Br do in these assays?
AP complement: 4; CatB mix inh: 2; C1s block: -25; Ec RNAP inh: 5; CatB inh: 8; FXIa mix inh: -1; CatG inh: 7; CatS block: 0

What do the screens show for `CCOc1ccc(C(=O)Nc2c3c(nn2C(C)(C)C)CSC3)cc1OCC`?
CatL inh: 12; AP complement: 6; CatB mix inh: 0; C1s block: -1; Ec RNAP inh: 6; CatB inh: -1; FXIa mix inh: 0; CatG inh: 2; CatS block: 4

What do the screens show for `Clc1ccccc1CN1CCc2sccc2C1`?
CatL inh: 16; AP complement: 0; CatB mix inh: 6; C1s block: 6; Ec RNAP inh: 14; CatB inh: 1; FXIa mix inh: 9; CatG inh: 13; CatS block: 5

Pulled by structure from the list above (2):
What do the screens show for `COc1ccc(-c2noc(-c3cccc(Cl)c3)n2)cc1OC`?
CatL inh: 5; AP complement: 5; CatB mix inh: -2; C1s block: -11; Ec RNAP inh: -1; CatB inh: 1; FXIa mix inh: 18; CatG inh: -3; CatS block: 16

What do the screens show for `Cc1ccc(C2(C)NC(=O)N(Cc3c(C)noc3C)C2=O)cc1` (centres undefined)?
CatL inh: 1; AP complement: 11; CatB mix inh: -5; C1s block: 1; Ec RNAP inh: 2; CatB inh: 2; FXIa mix inh: -3; CatG inh: 8; CatS block: -1

More results follow.
Results for Cc1ccc(C)c(NC(=O)CSc2nnc(-c3ccncc3)n2N)c1 ?
AP complement: 9; CatB mix inh: 1; C1s block: -8; Ec RNAP inh: 2; CatB inh: 4; FXIa mix inh: 6; CatG inh: -3; CatS block: 20

How did Cc1ccc(-c2cc(C(F)(F)F)n3ncc(C(=O)O)c3n2)cc1 do in these assays?
CatL inh: 9; AP complement: 10; CatB mix inh: 4; C1s block: 7; Ec RNAP inh: 9; CatB inh: -1; FXIa mix inh: 11; CatG inh: 5; CatS block: 6

What do the screens show for `CCCCC(=O)Nc1ccc(NC(=O)CCCC)nc1`?
CatL inh: -2; AP complement: 69*; CatB mix inh: 3; C1s block: 38; Ec RNAP inh: 4; CatB inh: 3; FXIa mix inh: 31; CatG inh: 26; CatS block: 3

Results for CCN(C1CCCCC1)S(=O)(=O)c1cc(C)ccc1OC ?
AP complement: 4; CatB mix inh: 2; C1s block: -3; Ec RNAP inh: 1; CatB inh: 4; FXIa mix inh: 1; CatG inh: 5; CatS block: -3

Results for CCc1[nH]nc2c1C1(CCN(C(=O)OCc3ccccc3)CC1)C(C#N)=C(N)O2 ?
CatL inh: 3; AP complement: -1; CatB mix inh: 5; C1s block: 2; Ec RNAP inh: 6; CatB inh: -6; FXIa mix inh: 8; CatG inh: 5; CatS block: 4

How did N#Cc1c(/N=C/c2cccs2)sc2c1CCC2 do in these assays?
CatL inh: 0; AP complement: 10; CatB mix inh: -1; C1s block: 12; Ec RNAP inh: 2; CatB inh: 0; FXIa mix inh: 7; CatG inh: 11; CatS block: 3

What do the screens show for `CS(=O)(=O)N(CCc1ccccc1)CC(=O)N1CCN(c2ccccc2)CC1`?
CatL inh: -6; AP complement: 6; CatB mix inh: -4; C1s block: -1; Ec RNAP inh: -1; CatB inh: -4; FXIa mix inh: 5; CatG inh: -2; CatS block: -1

What do the screens show for `CCCn1c(CN2CCCCC2CC)nc2c1c(=O)n(C)c(=O)n2C` (centres undefined)?
CatL inh: 12; AP complement: 21; CatB mix inh: -1; C1s block: -7; Ec RNAP inh: 3; CatB inh: -1; FXIa mix inh: 4; CatG inh: -3; CatS block: 11

Results for Cn1cc(S(=O)(=O)Nc2ccc(F)cc2F)c(=O)n(C)c1=O ?
AP complement: 15; CatB mix inh: 6; C1s block: -6; Ec RNAP inh: 6; CatB inh: -5; FXIa mix inh: 3; CatG inh: 0; CatS block: 15

Results for Cn1nnnc1CCOCCc1nnnn1C ?
CatL inh: 8; AP complement: 9; CatB mix inh: 1; C1s block: 8; CatB inh: 4; FXIa mix inh: 4; CatG inh: 5; CatS block: -4

How did CCOC(=O)N1CCN(c2nc(-c3ccc(OC)cc3)no2)CC1 do in these assays?
CatL inh: -8; AP complement: 10; CatB mix inh: -2; C1s block: 1; Ec RNAP inh: -1; CatB inh: 4; FXIa mix inh: 8; CatG inh: 3; CatS block: -6

Results for COc1ccc(-c2noc(CCC(=O)NC3CCCCC3)n2)cc1OC ?
CatL inh: 4; AP complement: 13; CatB mix inh: 5; C1s block: 12; Ec RNAP inh: 3; CatB inh: -2; FXIa mix inh: 3; CatG inh: 11; CatS block: -14

How did Cc1cc(NC(=O)C(C)C)ncc1NC(=O)CCc1ccccc1 do in these assays?
CatL inh: 12; AP complement: -17; CatB mix inh: -4; C1s block: -1; Ec RNAP inh: -1; CatB inh: -4; FXIa mix inh: 1; CatG inh: -3; CatS block: -2

Results for O=C(N1CCN(c2ccccn2)CC1)N1c2ccccc2Sc2ccccc21 ?
AP complement: 13; CatB mix inh: -3; C1s block: 0; Ec RNAP inh: 5; CatB inh: 1; FXIa mix inh: -3; CatG inh: 8; CatS block: -2

Results for Cc1ccc2[nH]c(=O)c(CN(Cc3ccccc3)Cc3nnnn3C3CCCC3)cc2c1 ?
CatL inh: 14; AP complement: -5; CatB mix inh: -6; C1s block: -12; Ec RNAP inh: 9; CatB inh: 3; FXIa mix inh: -4; CatG inh: 9; CatS block: 4

What do the screens show for `Cc1ccc2c(c1)c1c3n2CCN(C(=O)Cn2c(-c4ccccc4)noc2=O)C3CCC1` (centres undefined)?
CatL inh: -5; AP complement: 20; CatB mix inh: 1; C1s block: 8; Ec RNAP inh: -2; CatB inh: -2; FXIa mix inh: 7; CatG inh: 10; CatS block: -10

What do the screens show for `N#CC1=C2C=Cc3ccccc3N2CCCC1=O`?
CatL inh: 11; AP complement: 18; CatB mix inh: -6; C1s block: 0; Ec RNAP inh: 5; CatB inh: -2; FXIa mix inh: 1; CatG inh: 11; CatS block: -1

Results for O=c1c2ccccc2nc(SCc2nnc(-c3ccccc3)o2)n1-c1ccc(F)cc1F ?
CatL inh: -3; AP complement: 4; CatB mix inh: -1; C1s block: 1; Ec RNAP inh: -2; CatB inh: -2; FXIa mix inh: 6; CatG inh: 4; CatS block: 11
